Arr AP2 block = human beta-arrestin and AP2 interaction inhibition; FITC-arrestin peptide / GST-AP2 beads, flow cytometry; AP2 beta2 appendage carries R879A mutation; inhibition, % at 10 µM; hit rate 0.31% among 340,000; AID 504490;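 active = inhibition above a set limit, near 3 SD of compounds lacking own fluorescence, cut at about 54% in these data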;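 note: plate controls were DMSO wells for no effect and 5 µM unlabelled arrestin peptide for full effect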
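System: GST-AP2 R879A bound to glutathione beads, E. coli-expressed. Also added: 50 nM FITC-arrestin peptide. Schedule: compound with beads 12 min RT, then probe 1 h RT. Signal: bead flow cytometry, FITC channel. Read-out basis: percent response.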
Cardiac RTF inh = cardiac RTF calcium desensitization; IANBD-labeled cardiac RTF, Ca2+ fluorescence; AID 493244; P19429+P45379; inhibition, % at 7.15 µM; hit rate 0.12% among 340,000;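 active = inhibition above the mean inhibition of all tested compounds plus 3 SD, cut at about 17% in these data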;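 note: assay run at fixed EC70 calcium of 1.6 mM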
Pemphigus Ab inh = inhibitors of pemphigus antibody binding to human desmoglein-3; DSG3-coupled beads, scFv-anti-DSG3-GFP binding, flow cytometry; hits give low values; hit rate 0.48% among 310,000; binding (percent of control), % at 10 µM;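 active = binding more than 3 SD below its plate's average and above zero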;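 note: hits lower antibody fragment binding to DSG3; some compounds called inactive have numbers as strong as hits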
Target sequence (P32926 whole entry, looked up, the tested form may be a part): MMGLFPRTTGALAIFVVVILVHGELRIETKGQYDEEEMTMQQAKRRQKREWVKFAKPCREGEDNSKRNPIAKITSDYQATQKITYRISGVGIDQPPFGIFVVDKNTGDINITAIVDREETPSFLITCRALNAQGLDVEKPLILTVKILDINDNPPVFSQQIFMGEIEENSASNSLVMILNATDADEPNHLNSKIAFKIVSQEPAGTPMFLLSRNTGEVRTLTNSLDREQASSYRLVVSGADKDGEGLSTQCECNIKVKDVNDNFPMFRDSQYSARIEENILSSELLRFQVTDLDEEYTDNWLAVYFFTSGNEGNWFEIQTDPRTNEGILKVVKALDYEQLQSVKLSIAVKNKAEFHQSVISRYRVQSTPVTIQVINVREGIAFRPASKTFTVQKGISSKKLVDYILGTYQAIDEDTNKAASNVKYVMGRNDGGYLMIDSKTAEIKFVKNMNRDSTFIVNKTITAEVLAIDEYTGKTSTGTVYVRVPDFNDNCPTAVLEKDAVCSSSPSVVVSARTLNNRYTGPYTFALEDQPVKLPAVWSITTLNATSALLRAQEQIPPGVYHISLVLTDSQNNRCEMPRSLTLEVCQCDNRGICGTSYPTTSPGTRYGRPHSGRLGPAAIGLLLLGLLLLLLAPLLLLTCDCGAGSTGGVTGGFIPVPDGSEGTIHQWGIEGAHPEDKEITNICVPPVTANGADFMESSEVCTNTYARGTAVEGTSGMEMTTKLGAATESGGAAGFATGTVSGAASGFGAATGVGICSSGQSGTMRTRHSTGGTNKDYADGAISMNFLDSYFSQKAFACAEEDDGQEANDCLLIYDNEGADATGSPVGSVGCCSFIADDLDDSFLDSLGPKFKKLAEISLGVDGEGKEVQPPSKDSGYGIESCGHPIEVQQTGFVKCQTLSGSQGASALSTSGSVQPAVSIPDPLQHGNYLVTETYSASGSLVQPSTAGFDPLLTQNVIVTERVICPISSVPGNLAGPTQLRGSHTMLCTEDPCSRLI
OPRM1-OPRD1 inv = inverse agonist of human OPRM1-OPRD1 heterodimerization; P35372+P41143; cell-based MOR-DOR heterodimer luminescence, inverse agonism; inhibition, % at 9.3 µM; hit rate 0.21% among 340,000; AID 504357; in the data active = inhibition above about 22%, passing the limit was not always enough;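 note: 0% = cells with DMSO and 100% = wells without cells with DMSO; values of inactives mirror those of a sister screen read the other way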
V-ATPase pH = regulators of yeast V-ATPase proton transport; S. cerevisiae, pHLuorin cytosolic pH fluorescence; response, % at 10 µM; hit rate 0.37% among 350,000; AID 504577; in the data active = response mostly above about 7.3%, no sharp cut-off; inactive = mostly below about 5.4%; note: actives read high; inactives centre near 0; some compounds called inactive have numbers as strong as hits; reference of the scale not given here
LANA DNA inh = blocks KSHV LANA C-terminal domain binding to DNA; MBP-C-LANA/FAM-LBS DNA binding, fluorescence polarization; inhibition, % at 9 µM; hit rate 0.078% among 340,000; AID 504423;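 active = highest replicate inhibition at or above 60% at 9 µM, even if other replicates fall short; inactive = all replicates below 60% inhibition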;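 note: 0% = neutral control wells and 100% = 4 µM acridine orange control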
MOR-DOR ag = agonists of human mu-delta opioid receptor heterodimerization. hit rate 0.3% among 340,000. P35372+P41143. AID 504326. cells, OPRM1-OPRD1 heterodimerization, luminescence. activation, % at 9.3 µM; in the data active = activation above about 18%;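 note: 0% = vehicle-treated cells and 100% = reference agonist; values of inactives mirror those of a sister screen read the other way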
Keap1 Nrf2 FP = inhibitors of human Keap1-Nrf2 protein-protein interaction; Q14145; Keap1 Kelch-Nrf2 peptide fluorescence polarization, 1536-well; inhibition, % at 9.4 µM; hit rate 0.15% among 340,000; AID 504523; in the data active = inhibition above about 12%;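 note: human Keap1 Kelch domain with fluorescein labeled Nrf2 9mer peptide probe; 0% = neutral control wells and 100% = peptide positive control; higher means more block of Keap1 binding to Nrf2 peptide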
Wnt act = Wnt/beta-catenin pathway activation | AID 743398 | hit rate 1.2% among 300,000 | activation, % at 9.35 µM | Wnt/beta-catenin reporter cell assay, activator, plate reader; in the data active = activation above about 30%, passing the limit was not always enough;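 note: 0% = neutral control wells and 100% = positive control wells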
cardiac RTF act = increases calcium sensitivity of human cardiac regulated thin filaments; IANBD-labeled TnC RTF fluorescence at EC20 calcium; 0% EC20 calcium, 100% full calcium; activation, % at 7.2 µM; hit rate 0.24% among 340,000;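 active = activation above the mean over all tested compounds plus 3 SD, cut at about 30% in these data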;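 note: rise in fluorescence read as greater calcium sensitivity of cardiac thin filaments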
Numbers without * were called inactive; & = joins results of further samples.

How did CC(C)C(NC(=O)c1c(F)cccc1F)C(=O)N1CCN(S(=O)(=O)c2ccc(F)cc2)CC1 (centres undefined) do in these assays?
Arr AP2 block: 7; Cardiac RTF inh: 4; Pemphigus Ab inh: 98; OPRM1-OPRD1 inv: 6; V-ATPase pH: -3; LANA DNA inh: -1.1; MOR-DOR ag: -1.2; Keap1 Nrf2 FP: 5; Wnt act: -1; cardiac RTF act: -2

How did Cc1cc(C(=O)NC2CCCc3c2cnn3-c2cc(F)cc(F)c2)nn1C (centres undefined) do in these assays?
Arr AP2 block: -7; Cardiac RTF inh: 4; Pemphigus Ab inh: 104; OPRM1-OPRD1 inv: 13; V-ATPase pH: -2; LANA DNA inh: 0.7; MOR-DOR ag: -2.6; Keap1 Nrf2 FP: -1; Wnt act: 0; cardiac RTF act: -2

What do the screens show for `Cc1nnc(C)n1/N=C/c1cc(Br)cc(Br)c1O`?
Arr AP2 block: -1; Cardiac RTF inh: -13; OPRM1-OPRD1 inv: -2; V-ATPase pH: -5; LANA DNA inh: 6.5; MOR-DOR ag: 0.4; Keap1 Nrf2 FP: 2; cardiac RTF act: 0

Results for Cc1ccc(CNC(=O)C2(C(F)(F)F)C/C(=C\Cc3ccccc3)CCCO2)o1 (centres undefined) ?
Arr AP2 block: -10; Cardiac RTF inh: 8; Pemphigus Ab inh: 100; OPRM1-OPRD1 inv: 3; V-ATPase pH: -1; LANA DNA inh: 2.6; MOR-DOR ag: -0.5; Keap1 Nrf2 FP: -4; cardiac RTF act: 3

Results for COc1ccc(OCC(=O)Nc2ccc3c(c2)C(=O)NC3=O)cc1 ?
Arr AP2 block: -10; Cardiac RTF inh: -5; Pemphigus Ab inh: 110; OPRM1-OPRD1 inv: 5; V-ATPase pH: 1; LANA DNA inh: -1.9; MOR-DOR ag: -0.9; Keap1 Nrf2 FP: 4; Wnt act: -1; cardiac RTF act: -1

How did CNC(=S)NNC(=O)c1sc(-c2cc(C)on2)nc1C do in these assays?
Arr AP2 block: -4; Pemphigus Ab inh: 88; V-ATPase pH: -1; Wnt act: 2

What do the screens show for `Cc1cc(C)c(C(=O)/C=C/c2cccs2)c(=O)[nH]1`?
Arr AP2 block: -10; Cardiac RTF inh: -7; Pemphigus Ab inh: 107; OPRM1-OPRD1 inv: 9; V-ATPase pH: 1; LANA DNA inh: 0.8; MOR-DOR ag: -1.7; Keap1 Nrf2 FP: 4; Wnt act: 0; cardiac RTF act: 5

Results for CC(C)(C)c1cc(C(=O)NCc2ccccc2)ccn1 ?
Arr AP2 block: 6; Cardiac RTF inh: 1; OPRM1-OPRD1 inv: 2; V-ATPase pH: 9; LANA DNA inh: 1.6; MOR-DOR ag: -0.3; Keap1 Nrf2 FP: -6; Wnt act: -1; cardiac RTF act: 1

What do the screens show for `COC(=O)c1ccccc1NC(=O)c1ccc(COc2ccc3c(c2)CCC3)cc1`?
Arr AP2 block: -5; Cardiac RTF inh: -9; Pemphigus Ab inh: 96; OPRM1-OPRD1 inv: 12; V-ATPase pH: 4; LANA DNA inh: -0.4; MOR-DOR ag: -2.3; Keap1 Nrf2 FP: 1; Wnt act: 2&4; cardiac RTF act: 6

Results for COC(=O)c1sc(NC(=O)CC(C)C)c(C(=O)OC)c1C ?
Arr AP2 block: 8; Cardiac RTF inh: -1; Pemphigus Ab inh: 110; OPRM1-OPRD1 inv: 3; V-ATPase pH: 3; LANA DNA inh: 2.5; MOR-DOR ag: -0.8; Keap1 Nrf2 FP: 0; Wnt act: -2; cardiac RTF act: -2

What do the screens show for `Cc1nnsc1C(=O)Nc1ccc(Cl)cc1`?
Arr AP2 block: -6; Cardiac RTF inh: -6; Pemphigus Ab inh: 100; OPRM1-OPRD1 inv: 13; V-ATPase pH: -2; LANA DNA inh: -0.6; MOR-DOR ag: -2.8; Keap1 Nrf2 FP: -3; cardiac RTF act: -3

What do the screens show for `CC(=O)c1c(C)nc(-c2ccc(Cl)cc2Cl)n1O`?
Arr AP2 block: 15; Cardiac RTF inh: -2; Pemphigus Ab inh: 107; OPRM1-OPRD1 inv: 0; V-ATPase pH: -5; LANA DNA inh: -0.2; MOR-DOR ag: -0.1; Keap1 Nrf2 FP: -2; cardiac RTF act: 0

What do the screens show for `CC1CC(C)(C)NC(=S)N1CC(=O)N(C)Cc1ccccc1` (centres undefined)?
Arr AP2 block: 35; Cardiac RTF inh: 3; Pemphigus Ab inh: 92; OPRM1-OPRD1 inv: 9; V-ATPase pH: 1; LANA DNA inh: 33; MOR-DOR ag: -1.6; Keap1 Nrf2 FP: 3; Wnt act: -3; cardiac RTF act: 1

How did Cc1c(NC(=O)c2cc(-c3ccccc3O)on2)c(=O)n(-c2ccccc2)n1C do in these assays?
Arr AP2 block: 9; Cardiac RTF inh: -10; Pemphigus Ab inh: 104; OPRM1-OPRD1 inv: 16; V-ATPase pH: 0; LANA DNA inh: 0.6; MOR-DOR ag: -3.1; Keap1 Nrf2 FP: 1; Wnt act: 3; cardiac RTF act: 1

Results for CCCc1nnc(SCC(=O)NC2CCCCC2)n1CCOC ?
Arr AP2 block: 1; Cardiac RTF inh: -1; Pemphigus Ab inh: 97; OPRM1-OPRD1 inv: 5; V-ATPase pH: 2; LANA DNA inh: -0.6; MOR-DOR ag: -0.8; Keap1 Nrf2 FP: 5; Wnt act: -2; cardiac RTF act: -3

What do the screens show for `O=C(NCc1ccccc1)c1cc(-n2cnnc2)ccc1Cl`?
Arr AP2 block: -2; Cardiac RTF inh: -3; Pemphigus Ab inh: 113; OPRM1-OPRD1 inv: 13; V-ATPase pH: -2; LANA DNA inh: -0.1; MOR-DOR ag: -2.9; Keap1 Nrf2 FP: 1; Wnt act: -2; cardiac RTF act: 0

What do the screens show for `COc1ccc(C(=O)/C=C2/c3ccccc3CC(C)(C)N2C)cc1OC`?
Arr AP2 block: 9; Cardiac RTF inh: -14; Pemphigus Ab inh: 99; OPRM1-OPRD1 inv: 14; V-ATPase pH: 0; LANA DNA inh: 0.4; MOR-DOR ag: -3.1; Keap1 Nrf2 FP: 3; Wnt act: -3; cardiac RTF act: -7

What do the screens show for `CCOc1ccc(N(CC(=O)Nc2cccc(C)c2)S(C)(=O)=O)cc1`?
Arr AP2 block: 17; Cardiac RTF inh: -7; Pemphigus Ab inh: 110; OPRM1-OPRD1 inv: 13; V-ATPase pH: 3; LANA DNA inh: 2.0; MOR-DOR ag: -2.6; Keap1 Nrf2 FP: 5; Wnt act: 1; cardiac RTF act: 9

How did C#Cc1ccc([C@H]2C=C(C(=O)O)O[C@@H](OCCCCO)C2)cc1 do in these assays?
Arr AP2 block: -1; Cardiac RTF inh: -4; Pemphigus Ab inh: 97; OPRM1-OPRD1 inv: 8; V-ATPase pH: 3; LANA DNA inh: 5.1; MOR-DOR ag: -1.4; Keap1 Nrf2 FP: -2; Wnt act: 1; cardiac RTF act: -5

Results for CC1CCCCC1NC(=O)CSc1nnc(CN2CCOCC2)n1C (centres undefined) ?
Arr AP2 block: -3; Cardiac RTF inh: -8; Pemphigus Ab inh: 131; OPRM1-OPRD1 inv: 11; V-ATPase pH: -5; LANA DNA inh: -0.4; MOR-DOR ag: -2.0; Keap1 Nrf2 FP: 2; cardiac RTF act: 5

How did Cc1ccnc(NC(=O)c2cccc([N+](=O)[O-])c2C)c1 do in these assays?
Arr AP2 block: -2; Cardiac RTF inh: -11; Pemphigus Ab inh: 85; OPRM1-OPRD1 inv: 0; V-ATPase pH: 2; LANA DNA inh: 0.5; MOR-DOR ag: 0.0; Keap1 Nrf2 FP: -2; Wnt act: 12; cardiac RTF act: 0

What do the screens show for `C/C(Cn1nnc([N+](=O)[O-])n1)=N\NC(=O)c1ccc(Cl)c(Cl)c1`?
Arr AP2 block: -3; Cardiac RTF inh: 1; Pemphigus Ab inh: 103; OPRM1-OPRD1 inv: -18; V-ATPase pH: 0; LANA DNA inh: 0.2; MOR-DOR ag: 3.1; Keap1 Nrf2 FP: -5; Wnt act: -6; cardiac RTF act: 6

What do the screens show for `Cc1ccc(NC(=O)CN(Cc2ccccc2)S(C)(=O)=O)cc1C`?
Arr AP2 block: 0; Cardiac RTF inh: -11; Pemphigus Ab inh: 100; OPRM1-OPRD1 inv: 13; V-ATPase pH: 6; LANA DNA inh: 1.1; MOR-DOR ag: -2.4; Keap1 Nrf2 FP: -3; Wnt act: -1; cardiac RTF act: -5

What do the screens show for `CCC(=O)OCC(=O)Nc1ccc2c(c1)OCO2`?
Arr AP2 block: 4; Cardiac RTF inh: -1; Pemphigus Ab inh: 97; OPRM1-OPRD1 inv: 2; V-ATPase pH: -1; LANA DNA inh: -2.0; MOR-DOR ag: -0.4; Keap1 Nrf2 FP: 2; Wnt act: 5; cardiac RTF act: 2

What do the screens show for `CCOC(=O)C1=C(C)NC(=O)CC1c1cc(OC)c(OC)cc1Br` (centres undefined)?
Arr AP2 block: 12; Cardiac RTF inh: 2; Pemphigus Ab inh: 103; OPRM1-OPRD1 inv: 13; V-ATPase pH: 2; LANA DNA inh: 0.9; MOR-DOR ag: -2.7; Keap1 Nrf2 FP: -3; Wnt act: -1; cardiac RTF act: 1

Results for O=C(NC1CC1)c1ccc(CN(c2ccccc2)S(=O)(=O)c2ccccc2)cc1 ?
Arr AP2 block: 21; Cardiac RTF inh: -5; Pemphigus Ab inh: 100; OPRM1-OPRD1 inv: -12; V-ATPase pH: 1; LANA DNA inh: 2.4; MOR-DOR ag: 2.4; Keap1 Nrf2 FP: -8; Wnt act: 0; cardiac RTF act: -1

What do the screens show for `Cc1ccc(S(=O)(=O)CC(=O)NC(C)(C)C)cc1`?
Arr AP2 block: -5; Cardiac RTF inh: -2; OPRM1-OPRD1 inv: -5; V-ATPase pH: -1; LANA DNA inh: 0.1; MOR-DOR ag: 1.1; Keap1 Nrf2 FP: -3; cardiac RTF act: -3

Results for Cc1cc(C)nc(/N=C(\N)Nc2ccc(SC(F)F)cc2)n1 ?
Arr AP2 block: 9; Cardiac RTF inh: -7; Pemphigus Ab inh: 94; OPRM1-OPRD1 inv: -4; V-ATPase pH: 4; LANA DNA inh: 1.8; MOR-DOR ag: 0.8; Keap1 Nrf2 FP: -3; Wnt act: 0; cardiac RTF act: 2

What do the screens show for `CCCNC(=S)N1CCC(n2cnc3ccccc32)CC1`?
Arr AP2 block: 14; Cardiac RTF inh: -10; Pemphigus Ab inh: 98; OPRM1-OPRD1 inv: 17; V-ATPase pH: 0; LANA DNA inh: -2.5; MOR-DOR ag: -3.7; Keap1 Nrf2 FP: 1; Wnt act: -1; cardiac RTF act: 4

Structures from the list above that have a nitro group on carbon:
How did Cc1ccnc(NC(=O)c2cccc([N+](=O)[O-])c2C)c1 do in these assays?
Arr AP2 block: -2; Cardiac RTF inh: -11; Pemphigus Ab inh: 85; OPRM1-OPRD1 inv: 0; V-ATPase pH: 2; LANA DNA inh: 0.5; MOR-DOR ag: 0.0; Keap1 Nrf2 FP: -2; Wnt act: 12; cardiac RTF act: 0

What do the screens show for `C/C(Cn1nnc([N+](=O)[O-])n1)=N\NC(=O)c1ccc(Cl)c(Cl)c1`?
Arr AP2 block: -3; Cardiac RTF inh: 1; Pemphigus Ab inh: 103; OPRM1-OPRD1 inv: -18; V-ATPase pH: 0; LANA DNA inh: 0.2; MOR-DOR ag: 3.1; Keap1 Nrf2 FP: -5; Wnt act: -6; cardiac RTF act: 6
